# G9a block – G9a (human) methyltransferase inhibition | Q96KQ7 | Potency, µM (titrated, usually from 102 µM), without a hit: top-dose activity, negative = inhibition, most hits filed as inhibitors | G9a H3K9 monomethylation, AlphaScreen, 2 h | AID 504332 | actives 8.8% (n = 350,000); further: on the % scale 0 is the no-effect control and ±100 the full control effect; nearly all actives have a fitted effect of over 75% in size
# Target sequence (Q96KQ7 913-1193 limits assumed): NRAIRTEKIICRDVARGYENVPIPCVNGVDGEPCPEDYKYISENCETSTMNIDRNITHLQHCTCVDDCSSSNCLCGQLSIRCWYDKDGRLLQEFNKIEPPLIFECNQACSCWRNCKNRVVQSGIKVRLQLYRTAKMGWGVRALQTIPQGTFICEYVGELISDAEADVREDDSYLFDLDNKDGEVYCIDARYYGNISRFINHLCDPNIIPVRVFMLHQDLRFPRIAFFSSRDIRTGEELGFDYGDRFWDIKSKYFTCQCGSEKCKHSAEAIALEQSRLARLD
#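 Readings reflect AlphaScreen signal from monomethyl-H3K9 antibody detection. HMT at 20 nM; substrate b-H3K9 500 nM; cofactor SAM 20 uM; 2 h RT reaction; compounds tested as titrations in qHTS with 15 min preincubation.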
# APEX1 inh – blocks human APE1 abasic DNA cleavage | recombinant APE1, TAMRA/BHQ-2 abasic DNA cleavage fluorescence | Potency, µM (titrated, usually from 65.8 µM), for the others: top-dose activity change, negative = inhibition, actives largely listed as inhibitors | actives 0.35% (n = 350,000);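 further: plate controls were vehicle for no effect and reference inhibitor for full effect; nearly all actives have a fitted effect of over 55% in size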
# Target sequence (P27695 whole entry, looked up): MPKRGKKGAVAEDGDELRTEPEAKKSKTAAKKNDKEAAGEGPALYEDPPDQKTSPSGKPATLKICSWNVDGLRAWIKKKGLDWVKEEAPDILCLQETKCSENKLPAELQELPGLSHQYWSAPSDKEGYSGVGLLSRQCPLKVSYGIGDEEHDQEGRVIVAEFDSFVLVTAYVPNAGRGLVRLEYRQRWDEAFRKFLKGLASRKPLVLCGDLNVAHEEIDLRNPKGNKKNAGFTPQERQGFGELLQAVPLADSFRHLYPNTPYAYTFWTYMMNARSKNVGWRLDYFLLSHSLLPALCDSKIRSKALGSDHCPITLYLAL
#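 Incision of a quenched TAMRA/BHQ-2 THF abasic-site duplex (50 nM) by 0.75 nM APE1, after 15 min compound preincubation, measured as fluorescence increase over three 60 s reads. Values normalized to buffer, DMSO and NSC13755 control wells.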
# BAZ2B block – inhibitors of human BAZ2B bromodomain; AID 504333; AlphaScreen BAZ2B-H3K14Ac peptide displacement; Potency, µM (highest dose often 114 µM), for the others: at the top dose activity change, negative = inhibition, hits mostly inhibitors; Q9UIF8; actives 4.4% (n = 360,000); further: on the % scale 0 is the no-effect control and ±100 the full control effect; nearly all actives have a fitted effect of over 60% in size
#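 BAZ2B (50 nM) with biotin-H3(5-23)K14Ac peptide (50 nM) in PBS pH 7.4, 0.01% Tween-20, preformed 30 min, then compound 30 min at room temperature; top concentration 110uM. AlphaScreen streptavidin donor/nickel chelate acceptor beads (10 ug/mL final), 20 min dark, signal read.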
# Pol eta inh – inhibitors of human DNA polymerase eta; Q9Y253; actives 1.2% (n = 390,000); AID 588591; Potency, µM (series often up to 114 µM), for the others: at the highest dose activity change, negative = inhibition, actives largely listed as inhibitors; recombinant Pol eta, fluorescent DNA replication assay; further: on the % scale 0 is the no-effect control and ±100 the full control effect
#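 Pol eta (10 nM) was preincubated with compounds for 15 min at room temperature, after which fluorescent replication substrate (50 nM final) was added to start the reaction. Fluorescence was read kinetically at 0 and 10 min.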
# Pol iota inh – inhibitors of human DNA polymerase iota; AID 588590; Pol iota fluorescent replication assay, 10 min; actives 1% (n = 390,000); Potency, µM (top dose mostly 115 µM), inactives show at the highest dose activity, negative = inhibition, most hits filed as inhibitors; Q9UNA4
#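 Pol iota at 10 nM preincubated 15 min with compounds at room temperature; reaction started with fluorescent substrate, 50 nM final. Fluorescence read kinetically at 0 and 10 min; buffer-only wells as negative control.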
# POLB inh – inhibitors of human DNA polymerase beta. P06746. Pol beta primer extension/strand displacement, fluorescence kinetic. actives 1.3% (n = 340,000). Potency, µM (top dose mostly 114 µM), for inactives: at the top dose activity change, negative = inhibition, most hits filed as inhibitors; further: on the % scale 0 is the no-effect control and ±100 the full control effect
#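 10 nM enzyme + cpd, 15 min RT; start with substrate 50 nM final; read 0 min and after 10 min RT. Corrected, normalized data; 4-parameter Hill curve fit.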
# Apoferritin bind – candidate novel general anesthetic via apoferritin binding; P02791; apoferritin/1-aminoanthracene competitive binding, fluorescence; Potency, µM (titrated, usually from 77.5 µM), for the others: at the top dose activity change, negative = displacement, actives largely listed as inhibitors; actives 0.074% (n = 350,000); AID 485281; further: on the % scale 0 is the no-effect control and ±100 the full control effect; nearly all actives have a fitted effect of over 20% in size
# Target sequence (P02791 2-175 limits assumed): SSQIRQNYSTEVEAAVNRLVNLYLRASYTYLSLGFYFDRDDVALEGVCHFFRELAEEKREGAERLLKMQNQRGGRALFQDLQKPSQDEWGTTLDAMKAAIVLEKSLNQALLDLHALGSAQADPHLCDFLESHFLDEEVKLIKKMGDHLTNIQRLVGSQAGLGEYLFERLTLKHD
#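 Read-out: endpoint 1-AMA fluorescence, excitation 380 nm and emission 535 nm, after compounds sit 10 min at room temperature with 10 uM horse-spleen apoferritin in 50% saturated 1-AMA/PBS. Values come from four-parameter Hill fits.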
# BLM inh – blocks DNA unwinding by human BLM helicase; P54132; recombinant BLM DNA unwinding, fluorescence dequenching; Potency, µM (series often up to 56.1 µM), for the others: top-dose activity change, negative = inhibition, hits mostly inhibitors; actives 0.2% (n = 350,000); AID 2528;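 further: plate controls were vehicle for no effect and no enzyme for full effect; nearly all actives have a fitted effect of over 35% in size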
# POLK inh – DNA polymerase kappa (human) inhibition; purified Pol kappa, fluorescent DNA synthesis assay, 10 min; actives 0.53% (n = 400,000); Potency, µM (titrated, usually from 107 µM), for the others: at the top dose activity, negative = inhibition, hits mostly inhibitors; AID 588579; Q9UBT6; further: on the % scale 0 is the no-effect control and ±100 the full control effect
#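 Pol kappa 10 nM + cpd, 15 min RT; start w/ substrate 50 nM final; fluorescence kinetic read, 0 and 10 min. Neg ctrl: buffer, no enzyme.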
# * marks the source's active call; other numbers are inactive results; u = inconclusive; x = not tested or not shown; & = joins results of further samples; [ ] = remark or other dose. The call rests on the fitted dose curve; in most records, active means well fitted curve in the direction sought with a large enough effect; inconclusive means small, poorly fitted or top-dose-only effect, or another doubt; inactive means no such curve, though single readings can be large; an effect the other way counts as inactive or inconclusive. Potency means the concentration at half of the fitted maximal effect.
SMILES,G9a block,APEX1 inh,BAZ2B block,Pol eta inh,Pol iota inh,POLB inh,Apoferritin bind,BLM inh,POLK inh
Cc1nc(SCC(=O)N2CC(C)OC(C)C2)nc(C)c1C (stereo unspecified),u,8.9%,-4.7%,2.1%,4.9%,8.5%,-9.5%,-0.8%,-6.2%
Cc1cc(N2C(=O)C(=O)/C(=C(/O)c3ccc(F)cc3)C2c2ccc(Cl)cc2)no1 (stereo unspecified),6.0%[12.7 µM],-8.5%,-33.2%,-7.0%,13.3%,13.4%,-9.4%,-7.4%,-4.7%
Cn1cccc1C(=O)NC(=O)COC(=O)c1ccccc1O,2.3%[59 µM],3.8%,-23.8%,3.5%,1.1%,4.7%,2.1%,-2.9%,-6.9%
Cc1nnc(NC(=O)c2ccc(-c3cccc(C(F)(F)F)c3)o2)s1,-30.4%[12.7 µM],-1.5%,4.2%,15.2%,-2.3%,-0.4%,-6.1%,-1.7%,-5.0%
OC(COc1ccc(Cl)cc1Cl)Cn1ccnc1 (stereo unspecified),-1.7%,9.8%,-19.7%,-13.0%,131.0%[activator],1.0%,-6.5%,-1.1%,2.1%
Clc1nc(NCc2cccnc2)nc(N2CCOCC2)n1,-15.0%[59 µM],15.6%,-7.2%,-2.9%,5.9%,-1.7%,4.7%,-11.5%,-2.8%
CCOC(=O)c1cc(-c2ccccc2)nc2c1c(C)nn2-c1ccccn1,u,-4.6%,-6.2%,-21.2%,-14.8%,0.5%,u,-8.9%,-9.2%
COc1cc(/C=N/Nc2nc(Nc3ccc(C)cc3)nc(-n3nc(C)cc3C)n2)cc(OC)c1OC,20.6%[59 µM],0.4%,-4.5%,-10.6%,1.7%,-10.2%,-11.5%,-2.3%,-24.9%
CCOc1ccc(-c2csc3nc[nH]c(=O)c23)cc1,7.7%,22.9%,-6.6%,-5.9%,38.6%[activator],6.6%,-11.0%,-2.3%,-8.4%
Cc1c(CN2CCC(C(=O)Nc3cccc(-c4cccc(Cl)c4)c3)CC2)cnn1C,5.3%,-9.5%,-21.1%,-4.6%,-8.3%,-27.6%,0.9%,-10.2%,-21.9%
COc1ccc(NC(=O)c2sc3cc(C(F)(F)F)cnc3c2-c2cccs2)cc1,1.3%,5.8%,2.0%,-13.2%,11.6%,11.7%,-10.0%,-0.6%,-10.7%
COc1ccc(OC)c(NC(=O)CC(Cc2ccccc2OC)C(=O)O)c1 (stereo unspecified),30.3%[12.7 µM],1.3%,3.1%,-3.3%,-13.0%,2.9%,-6.2%,-1.7%,-16.7%
CCOc1ccc(C2/C(=C(\O)c3c(C)[nH]c(C(=O)OC)c3C)C(=O)C(=O)N2CCN(C)C)cc1 (stereo unspecified),44.7µM*,1.3%,-0.3%,-5.1%,u,29.1%,-16.3%,-7.3%,-7.0%
COc1cc(NC(=O)Cn2c(C)cc(C)c(C#N)c2=O)cc(OC)c1,12.9%[59 µM],x,-11.1%,-15.1%,16.0%,5.2%,-4.0%,0.1%,-4.6%[60.1 µM]
COC(=O)c1c(C)n(-c2ccc(OC)cc2)c2ccc(O)cc12,u,-8.4%,u,-3.5%,-13.5%,3.8%,-11.4%,-10.5%,-30.6%
Cc1ccnc(NC(=O)CNC(=O)c2ccccc2)c1,-3.8%,23.6%,5.1%,-11.2%,46.4%[activator],x,x,x,1.3%
Cc1cccc2cc(COC(=O)C(C)C)c(=O)[nH]c12,3.3%[59 µM],-0.3%,x,-0.1%,6.7%,-15.5%,-23.4%,-0.4%,-9.1%
COc1ccc(-c2nnn(CC(=O)N(Cc3cccs3)C(C)C(=O)NCCC(C)C)n2)cc1OC (stereo unspecified),31.0%[12.7 µM],0.0%,-1.7%,-4.8%,7.4%,-20.2%,-3.3%,-0.6%,-17.0%
Cc1cc(C)n(/N=C/c2ccccc2O)c(=O)c1,15.8µM*,-1.4%,50.1µM*,-3.0%,1.1%,2.0%,-3.9%,-3.5%,-5.6%
OCC(O)C(O)C(O)C(O)CO (stereo unspecified),28.3%&22.3%[59 µM],12.6%,x,x,x,x,1.4%&5.9%,2.4%&-13.4%&6.2%,-10.0%&-3.3%&-2.5%[60.1 µM]
CN(C)c1ccc(/C=N/O)cc1,-50.8%,3.8%,-22.6%,-23.0%,49.4%[activator],-18.9%,-7.1%,1.5%,-19.0%
COc1cc(/C=C(/C#N)c2nc3ccccc3[nH]2)ccc1OCC(=O)Nc1ccccc1C,38.4%[12.7 µM],-3.8%,-6.8%,u,35.5%[activator],u,2.0%,-6.8%,0.8%
O=C(CSc1nc2ccc([N+](=O)[O-])cc2[nH]1)NC1CCCCCC1,44.7µM*,0.9%,1.7%,-10.4%,131.1%[activator],0.7%[57.1 µM],u,-3.0%,-16.1%
CCCC[C@]12Cc3c(ccc4ccccc34)C(O1)C1=C(O2)C(=O)c2ccccc2C1=O,-26.8%[2.33 µM],-1.9%[12.4 µM],u,x,x,-18.4%[22.9 µM],-18.4%[15.3 µM],-11.4%[12.4 µM],x
O=C(c1ccccc1)c1ccc(OCC(O)CNCc2ccc(Cl)cc2)cc1 (stereo unspecified),u,19.6%,56.2µM*,-2.6%,1.2%,0.8%,-17.8%,-0.4%,-5.3%[60.1 µM]
CCCN(C(=O)Cc1coc2cc(OC)ccc12)C1CCS(=O)(=O)C1 (stereo unspecified),x,16.2%,x,-8.1%,-13.0%,x,x,x,-8.7%
Cc1cc(S(=O)(=O)C(CNC(=O)COc2ccc(Cl)cc2)c2cccs2)ccc1F (stereo unspecified),32.2%[59 µM],x,-4.7%,-9.1%,7.8%,4.0%,140.9%[activator],-10.1%,-15.5%[60.1 µM]
COc1ccc(Cl)c(NCCC(=O)O)c1,u,7.6%,7.7%,6.0%,4.9%,39.5%,1.2%,4.1%,-6.6%
CC(C)(C)c1ccc(C(=O)NC(CC(=O)O)c2ccc(OC3CCCC3)cc2)cc1 (stereo unspecified),-7.2%,20.3%,-0.5%,-5.8%,-3.1%,-0.1%,-9.4%,-6.2%,-19.7%
COc1ccccc1NC(=O)C(NC(=O)OC(C)(C)C)C(C)OCc1ccccc1 (stereo unspecified),-3.9%[12.7 µM],-2.9%,7.2%,-16.2%,-15.7%[58.9 µM],1.4%,1.3%,-6.8%,-7.2%
COc1cccc(-c2nc(NCc3cccs3)c3ccccc3n2)c1,-39.6%[0.501 µM],-13.0%,x,x,x,x,x,-12.7%,-5.6%[60.1 µM]
O=C(CNCCO)N1CCc2ccccc21,u,0.4%,u,-23.8%,7.2%,5.3%,-12.7%,3.0%,-16.0%
CCc1ccc(/C=C2/Sc3ccccc3N(CC(=O)NCCCN3CCOCC3)C2=O)cc1,-12.2%,-5.2%,35.5µM*,-16.8%,34.5%,3.8%,-10.7%,-3.5%,4.5%
FC(F)(F)c1cnc(N2CCC(=NOCc3ccc(Cl)cc3)CC2)c(Cl)c1,64.8%[activator][12.7 µM],-1.9%,87.9%[activator],-14.7%,5.3%,11.9%,-12.5%,-7.0%,-18.8%
COC(=O)c1cc(NC(=O)c2cc(C(C)(C)C)nn2Cc2cccc(C)c2)ccc1N1CCOCC1,7.5%,-3.8%,-20.8%,-12.8%,u,-25.5%,-3.0%,-16.6%,-23.9%
O=C(COC(=O)c1ccccc1O)NC12CC3CC(CC(C3)C1)C2,x,-8.2%,x,-4.3%,8.1%,x,x,x,-5.9%
CCOc1ccccc1C(=O)Nn1c(C2CCC2)nc2ccccc2c1=O,-4.7%[12.7 µM],0.5%,9.0%,-11.7%,6.7%,-13.6%,1.8%,-3.5%,7.9%
Cc1ccccc1C(=O)Nc1ccccc1,-3.0%[12.7 µM],-3.7%,-1.0%,-12.6%,17.0%,-0.8%,-3.0%,-2.1%,-5.5%
CC1CCC(C(C)C)C(OC(=O)C[n+]2cc(-c3ccc(Cl)cc3)n3c2CCCCC3)C1 (stereo unspecified),10.2%,13.1%,-9.3%,-20.1%,-11.5%,25.8%,-18.6%,-2.0%,-6.3%
COc1cc(OC)c(NC(=O)CCc2c(C)nc3ncnn3c2C)cc1Cl,-1.7%[59 µM],x,-17.1%,-16.4%,29.7%,26.6%,-0.9%,-2.9%,-2.7%
CC(Oc1cc(F)ccc1[N+](=O)[O-])C(=O)Nc1ccc(S(=O)(=O)N2CCCC2)cc1 (stereo unspecified),-44.9%,-4.0%,x,-7.4%,-0.2%,9.3%,u,-4.8%,-0.9%
O=C(NCCCCc1ccccc1)c1ccccc1,12.6%,8.2%,30.8%,-9.8%,74.3%[activator],-24.0%,-11.8%,2.8%,-5.7%
Cc1ccc(/C=C/C(=O)Nc2nccs2)o1,u,-5.9%,-28.0%,-2.8%,63.7%[activator],85.8%,-2.5%,-20.7%,2.7%
C[C@@H]1C=C(C(=O)N2CCN(Cc3ccc4c(c3)OCO4)CC2)O[C@H](OCCCCO)C1,u,-0.4%,-19.6%,-17.0%,2.8%,-18.6%,-4.6%,1.9%,-42.3%
CN(c1ccccc1)c1nc(N)c([N+](=O)[O-])c(Nc2ccccc2)n1,4.1%,56.6%,-18.4%,-2.8%,-22.2%,-16.5%,-20.5%,-5.3%,-6.0%

# Arranged by molecular weight (smallest number first): some entries from above
SMILES,G9a block,APEX1 inh,BAZ2B block,Pol eta inh,Pol iota inh,POLB inh,Apoferritin bind,BLM inh,POLK inh
CN(c1ccccc1)c1nc(N)c([N+](=O)[O-])c(Nc2ccccc2)n1,4.1%,56.6%,-18.4%,-2.8%,-22.2%,-16.5%,-20.5%,-5.3%,-6.0%
COc1cc(OC)c(NC(=O)CCc2c(C)nc3ncnn3c2C)cc1Cl,-1.7%[59 µM],x,-17.1%,-16.4%,29.7%,26.6%,-0.9%,-2.9%,-2.7%
C[C@@H]1C=C(C(=O)N2CCN(Cc3ccc4c(c3)OCO4)CC2)O[C@H](OCCCCO)C1,u,-0.4%,-19.6%,-17.0%,2.8%,-18.6%,-4.6%,1.9%,-42.3%
CC(Oc1cc(F)ccc1[N+](=O)[O-])C(=O)Nc1ccc(S(=O)(=O)N2CCCC2)cc1 (stereo unspecified),-44.9%,-4.0%,x,-7.4%,-0.2%,9.3%,u,-4.8%,-0.9%

# The list is partial (hit frequency here may not be typical).
